# ROMK mod = ROMK potassium channel modulators, primary screen, cell-based, thallium flux, MLSMR library. Tet-inducible ROMK, thallium flux fluorescence; actives lie on both sides. B-score at 10 µM. actives 2% (n = 130,000). AID 1918, 2009;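 active = signal ratio slope over the read window, or its plate-corrected B-score, at least 3 SD from the plate mean, either direction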;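 note: B-score of the F/F0 ratio slope over 7 to 12 s after thallium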
# RAM network inh = inhibitors of the yeast RAM network, primary screen, dse1pr::URA3 reporter, 5-FOA selection | S. cerevisiae dse1pr::URA3 reporter, 5-FOA growth OD615, 2 d; analog-sensitive cbk1-as2 kinase mutant strain | inhibition, % at 50 µM | actives 1.8% (n = 190,000) | AID 868, 2007;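 active = inhibition above a set limit, 3 SD over mean compound inhibition, cut at about 8.4% in these data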;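 note: 0% = DMSO-only wells with no growth and 100% = 10 µM 1-NA-PP1 full growth; inhibition rescues growth on 5-FOA so higher OD means more RAM inhibition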
# STAT3 inh = IL-6 driven STAT3 reporter inhibitors, primary screen, U3A cells, luciferase, luminescence, MLSCN library | IL-6 STAT3-luciferase reporter; host cell line lacks STAT1 | inhibition, % at 5.5 µM | actives 0.89% (n = 190,000) | AID 862, 2007;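 active = inhibition above the mean inhibition across all screened compounds plus 3 SD, cut at about 44% in these data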;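 note: 0% = DMSO only wells and 100% = 100 µM nifuroxazide control wells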
# STAT1 inh = STAT1 signaling inhibitors, primary screen, cell-based, HTS, luciferase reporter. NIH 3T3 STAT1-luciferase reporter, IFN-gamma, luminescence. inhibition, % at 5.5 µM. actives 0.35% (n = 200,000);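 active = inhibition above a set limit, the mean inhibition across all tested compounds plus 3 SD, cut at about 34% in these data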;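 note: 0% = IFN-gamma with DMSO and 100% = IFN-gamma with 300 µM nifuroxazide; values of inactives mirror those of a sister screen read the other way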
# PPARg SRC3 recr = PPARgamma agonists recruiting SRC-3 coactivator, primary screen, biochemical; Peroxisome proliferator-activated receptor gamma (Homo sapiens), P37231; biochemical PPARgamma/SRC-3 coactivator recruitment assay; activation, % at 8 µM; actives 0.26% (n = 200,000); in the data active = activation above about 23%;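 note: 0% = DMSO and 100% = reference agonist; some compounds past the cut are filed as inactive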
# PPARg SRC-1 ag = PPARgamma agonists recruiting SRC-1 coactivator, primary screen, biochemical; Peroxisome proliferator-activated receptor gamma (Homo sapiens), P37231; PPARgamma-SRC-1 coactivator recruitment biochemical assay; activation, % at 8 µM; actives 0.41% (n = 200,000); in the data active = activation above about 19%;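 note: 0% = DMSO and 100% = reference agonist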
# STAT3 activator = IL-6 driven STAT3 reporter potentiators, primary screen, U3A cells, luciferase, luminescence, MLSCN library; actives 0.91% (n = 190,000); activation (% of control), % at 5.6 µM; IL-6 STAT3-luciferase reporter; 100% = signal with IL-6 EC80 alone;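 active = activation above the screen-wide mean of compound activation plus 3 SD, cut at about 130% in these data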;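 note: 0% = background luminescence of wells with medium and substrate only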
#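 Material: STAT3-luciferase reporter U3A cells. Controls: IL-6-treated wells, 100% activation. Read-out: % activation versus median of IL-6-stimulated wells. Probe or stimulus: IL-6 stimulus at 33 ng/mL final. Timing: compound 1 h, then IL-6 6 h at 37 °C. Signal: reporter luminescence signal.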
# SRC2 TRFRET art = TR-FRET signal artefacts, primary screen, artefact control for PPARgamma SRC-2 agonist project, biochemical. TR-FRET artefact counter-screen; hits give high values. TR-FRET ratio at 8 µM. actives 0.4% (n = 200,000). AID 1049, 2008; in the data active = TR-FRET ratio above about 2000; note: inactives centre near 1500
# PPARg SRC-2 ag = agonists of PPARg-SRC-2 recruitment, primary screen, biochemical, HTS. AID 1032, 2008. activation, % at 8 µM. actives 0.34% (n = 200,000). Peroxisome proliferator-activated receptor gamma (Homo sapiens), P37231. PPARgamma LBD-SRC-2 recruitment; in the data active = activation above about 22%;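 note: 0% = vehicle and 100% = reference agonist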
# S1P3 antagonist = S1P3 receptor antagonists, primary screen, cell-based; Sphingosine 1-phosphate receptor 3 (Homo sapiens), Q99500; CHO S1P3 NFAT-BLA reporter, FRET fluorescence, antagonist mode; inhibition, % at 4.98 µM; actives 0.27% (n = 170,000); AID 485, 2006;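 active = inhibition above the plate cutoff, the mean inhibition of test wells on that plate plus 3 SD, cut at about 28% in these data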;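 note: cells challenged with S1P at its EC80 of 0.8 µM; blue over green emission ratio from cleaved BLA substrate after 4 h stimulation; 0% = S1P-stimulated wells and 100% = unstimulated DMSO-only wells; some compounds past the cut are filed as inactive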
# TLR4 MyD88 comp = inhibitors of TLR4-MyD88 association in cells, primary screen, cell-based, HeLa CL3-4, BLA complementation, FRET ratio | Toll-like receptor 4 (Homo sapiens) + Myeloid differentiation primary response protein … | HeLa CL3-4 TLR4/MyD88 BLA complementation | inhibition, % at 8.4 µM | actives 0.18% (n = 200,000) | AID 861, 2007; in the data active = inhibition above about 25%;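 note: 0% = vehicle and 100% = reference inhibitor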
# Target sequence (O00206 whole entry, looked up): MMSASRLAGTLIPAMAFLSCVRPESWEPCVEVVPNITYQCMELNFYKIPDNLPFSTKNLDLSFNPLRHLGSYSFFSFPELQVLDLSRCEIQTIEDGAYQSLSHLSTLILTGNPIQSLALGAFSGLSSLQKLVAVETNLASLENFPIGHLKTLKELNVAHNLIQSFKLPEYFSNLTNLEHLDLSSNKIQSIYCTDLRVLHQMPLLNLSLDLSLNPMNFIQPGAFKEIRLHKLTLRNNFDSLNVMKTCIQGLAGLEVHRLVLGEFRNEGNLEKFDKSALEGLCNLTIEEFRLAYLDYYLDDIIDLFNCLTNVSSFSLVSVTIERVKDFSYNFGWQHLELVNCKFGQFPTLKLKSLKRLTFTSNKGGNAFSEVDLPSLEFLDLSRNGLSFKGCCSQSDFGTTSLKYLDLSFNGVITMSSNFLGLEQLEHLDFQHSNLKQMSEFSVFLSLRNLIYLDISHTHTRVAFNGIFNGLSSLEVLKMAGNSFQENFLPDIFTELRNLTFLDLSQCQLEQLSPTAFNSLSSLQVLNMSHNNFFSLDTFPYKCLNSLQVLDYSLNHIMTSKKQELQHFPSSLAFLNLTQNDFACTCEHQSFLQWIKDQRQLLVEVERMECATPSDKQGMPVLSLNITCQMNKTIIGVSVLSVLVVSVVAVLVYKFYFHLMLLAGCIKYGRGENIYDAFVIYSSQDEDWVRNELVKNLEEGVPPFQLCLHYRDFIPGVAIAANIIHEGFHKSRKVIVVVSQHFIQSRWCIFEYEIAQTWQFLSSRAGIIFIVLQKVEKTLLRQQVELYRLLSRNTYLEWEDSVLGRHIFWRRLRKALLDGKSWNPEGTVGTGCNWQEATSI
# Target sequence (Q99836 whole entry, looked up): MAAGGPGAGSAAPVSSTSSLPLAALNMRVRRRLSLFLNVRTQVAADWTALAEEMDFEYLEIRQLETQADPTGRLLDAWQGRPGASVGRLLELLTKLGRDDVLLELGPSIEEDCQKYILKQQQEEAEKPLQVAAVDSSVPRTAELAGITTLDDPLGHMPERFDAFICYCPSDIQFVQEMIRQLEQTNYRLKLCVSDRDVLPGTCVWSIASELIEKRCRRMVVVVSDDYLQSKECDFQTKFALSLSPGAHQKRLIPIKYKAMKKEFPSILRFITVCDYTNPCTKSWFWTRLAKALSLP
# * marks the source's active call; other numbers are inactive results; / = no result given. Outcome played no part in choosing rows, and some 5.6% of all compounds hit somewhere here.
SMILES,ROMK mod,RAM network inh,STAT3 inh,STAT1 inh,PPARg SRC3 recr,PPARg SRC-1 ag,STAT3 activator,SRC2 TRFRET art,PPARg SRC-2 ag,S1P3 antagonist,TLR4 MyD88 comp
NS(=O)(=O)c1cccc(NC(=O)CN2CCN(Cc3ccc4c(c3)OCO4)CC2)c1,/,0.3,-7,-4,1,-7,106,1567,1,-10,5
COC(=O)c1sc2ccccc2c1NC(=O)c1ccc(S(=O)(=O)N2CCC(C)CC2)cc1,/,5.5,-9,-10,0,-8,108,1526,-1,4,7
CCOC(=O)N1CCC(Nc2nc3ccccc3n3nnnc23)CC1,/,4.1,0,-16,-1,-3,106,1532,4,-4,3
CC(Oc1ccccc1)c1ccnn1S(=O)(=O)c1ccccc1 (stereo unspecified),/,2.9,0,-8,-4,3,100,1532,2,/,3
CC(C)NC(=O)C1CC(=O)N(C(C)c2ccccc2)C1 (stereo unspecified),0.17,2.2,-2,0,-11,-1,99,1360,0,/,2
COC(=O)C1C(=O)C2=C(CC1C)NC(C)=C(C(=O)OC1CCCCC1)C2c1ccc(N(C)C)cc1 (stereo unspecified),-1.8,1.5,-7,4,-6,-8,110,1361,0,/,13
O=C(CCNC(=O)c1ccccc1Cl)Nc1nc(-c2ccc3ccccc3c2)cs1,-0.55,6.3,-5,7,4,4,104,1665,12,-6,-4
Cc1nc(C(C)NC(=O)CCc2nnc(-c3ccsc3)o2)cs1 (stereo unspecified),/,-0.2,0,-7,5,4,104,1440,5,38*,-14
O=C(NC1CCCC1)c1cccc(Cn2cc([N+](=O)[O-])cn2)c1,-0.29,0.5,10,13,1,2,90,1660,10,-13,12
CC1CCN(c2ncnc3nc[nH]c23)CC1,/,2.7,17,2,-5,6,93,1515,4,/,-7
CC1(C)CC(=O)c2c(Cc3ccccc3)n[nH]c2C1,/,1.8,5,-2,-2,0,100,1493,-5,22,13
C/C=C(/C)C(=O)O[C@H]1[C@@H](O)c2c(ccc3ccc(=O)oc23)OC1(C)C,0.73,1.5,-3,1,0,4,100,1588,7,-10,-5
CN(C)CCNC(=S)Nc1ccc(Cl)cc1Cl,-0.12,1.0,0,-5,-3,-2,99,1455,0,-13,-15
Cc1cc(NC(=O)c2cccc(F)c2)no1,/,0.7,3,-5,-5,0,101,1515,1,/,-8
COc1ccccc1C1NC=C([N+](=O)[O-])C=C1[N+](=O)[O-] (stereo unspecified),/,1.9,-5,8,0,5,107,1606,7,-1,-10
COc1ccc(/C(O)=C2/C(=O)C(=O)N(CCN3CCOCC3)C2c2ccccn2)cc1 (stereo unspecified),0.055,0.1,7,-47,0,14,98,1682,9,/,-9
COc1ccc2nc(NC(=O)CN3CCOCC3)sc2c1,-0.023,1.5,-4,-15,5,2,104,1674,8,/,-7
O=c1[nH]c2ccccc2nc1/C=C(\O)C1CC1,/,0.5,13,2,-1,8,89,1531,0,-3,-2
O=C(CCc1nnc(C2CCCCC2)o1)N1CCC(Oc2cccnc2)CC1,0.63,2.7,-1,5,6,1,103,1587,9,-11,-7
COCCNC(=O)C1c2ccccc2C(=O)N(CCOC)C1c1ccc(F)cc1 (stereo unspecified),-0.42,1.1,2,6,3,9,101,1476,0,/,-12
COc1ccc(CNC(=O)Cc2nn(C)c(=O)c3ccccc23)cc1,/,0.8,51*,27,-4,5,59,1677,6,/,-7
COc1cc(OC)cc(C(=O)N2c3ccc(F)cc3CCC2C)c1 (stereo unspecified),/,0.7,4,3,-2,9,102,1464,0,6,8
CN1CCN(C(=O)/C(C#N)=C/c2ccc(F)cc2)CC1,-2.7*,0.4,19,-5,0,5,86,1560,1,-26,4
O=c1cc(CSc2ccccn2)nc(N2CCN(c3ccccc3)CC2)[nH]1,/,4.8,2,2,3,0,104,1731,-1,13,20
Cc1ccc(C)c(NC(=O)CSc2nnc(-c3ccco3)o2)c1,/,1.2,16,0,-2,-7,92,1556,-1,/,14
# The listing continues.
SMILES,ROMK mod,RAM network inh,STAT3 inh,STAT1 inh,PPARg SRC3 recr,PPARg SRC-1 ag,STAT3 activator,SRC2 TRFRET art,PPARg SRC-2 ag,S1P3 antagonist,TLR4 MyD88 comp
COc1cccc(/C=N/NC(N)=S)c1OCc1ccccc1Cl,0.84,8.8*,-1,6,5,-3,99,1637,1,1,-12
COc1cc(/C=N/OCC(=O)Nc2cc(C)cc(C)c2)ccc1OCc1ccc(Cl)cc1,0.33,7.3,-16,-58,0,0,111,1644,6,9,-9
CNC(=O)CN1C(=O)c2cccc3cccc1c23,0.11,1.2,-6,-2,2,-3,106,1577,4,/,-10
CCCOc1ccc2c(=O)c(N3C(=O)c4ccccc4C3=O)c(C)oc2c1,/,-0.4,9,0,-10,4,100,1502,-2,/,-1
COc1ccc(S(=O)(=O)NC2CC2)cc1C(=O)N1CCOCC1,0.34,1.5,5,-7,3,4,98,1571,-2,-6,-16
COc1ccc(CN2C(=O)c3cccnc3C2Nc2ccc(OC)c(Cl)c2)cc1 (stereo unspecified),1.2,3.2,-5,-3,4,3,107,1649,10,7,-2
COC(=O)C1=C(C)N(C)C(=O)NC1c1ccc(C)cc1 (stereo unspecified),-0.58,3.5,3,-1,-6,2,100,1350,-4,0,0
O=C(CSc1nnnn1-c1ccccc1)N1N=CCC1c1ccccc1 (stereo unspecified),/,0.2,12,-6,4,5,94,1478,-2,4,-1
CC1=[N+](C)N(c2ccccc2)C(=O)C1N=Cc1ccc(Cl)cc1 (stereo unspecified),/,0.5,-3,-5,2,6,103,1516,3,-4,-3
Fc1ccccc1OCCCCCN1CCCC1,/,0.4,-9,-6,-4,1,103,1606,0,-3,8
COCCNS(=O)(=O)c1cc(C(=O)O)ccc1OC,-1.1,-0.1,11,8,7,6,93,1686,2,0,5
CC(Oc1ccc(Cl)cc1Cl)C(=O)Nn1cnnc1 (stereo unspecified),0.69,-0.5,-1,-3,6,-6,104,1347,2,/,11
O=C(CCSc1nnc2scc(-c3ccccc3)n12)NCc1ccc2c(c1)OCO2,/,10*,9,0,3,-1,96,1635,6,10,-2
Cc1oc(-c2ccc(Cl)cc2)nc1CN1CCC(C(=O)NCc2ccco2)CC1,/,2.8,8,0,2,-6,102,1717,2,22,2
CCC(=O)Nc1ccc(C(=O)Nc2ccc3c(c2)OCO3)cc1,/,3.0,21,-6,7,7,87,1724,7,11,-5
Cc1sc2nc(CSc3ccc([N+](=O)[O-])cc3)[nH]c(=O)c2c1C,-0.01,2.1,8,-11,1,9,98,1772,1,0,-4
COC(=O)[C@H](Cc1ccccc1)NC(=O)N1CCN(Cc2ccccc2)CC1,-0.29,2.5,-4,6,3,4,106,1544,-4,1,-4
COc1cc(OC)c(OC)cc1CN1CCc2ccccc2C1,-0.091,1.4,8,6,4,-2,98,1581,3,/,5
COc1ccc(C(=O)Nc2ccccc2C(=O)N2CCCCC2C)cc1 (stereo unspecified),0.16,2.0,7,3,-2,2,100,1489,-5,2,-3
COCCC(=O)N1CCCC(CNS(=O)(=O)c2ccc(OC)cc2)C1 (stereo unspecified),1.6,0.8,3,2,4,-5,104,1597,4,-11,-1
COc1ccc(C2C(C(C)=O)=C(O)C(=O)N2c2nccs2)cc1OC (stereo unspecified),0.22,0.6,-13,0,1,11,106,1460,5,-5,-8
Cc1ccc(S(=O)(=O)NCCOC(=O)Nc2sc(=S)n(C)c2C)cc1,1.3,0.4,2,4,-6,0,99,1568,9,/,6
Cc1ccc(C(CC(=O)c2ccco2)SCCO)cc1 (stereo unspecified),/,3.0,19,-20,9,1,89,1562,-2,-4,5
COc1ccc(C2NC(=S)NC(C)=C2C(=O)Nc2ccccn2)cc1OC (stereo unspecified),0.041,0.5,5,13,0,9,96,1626,1,-7,-23
N#CCSc1nnc(-c2cnccn2)n1Cc1ccccc1,/,-1.4,1,-2,-6,-3,102,1563,-1,/,11
# Next records.
SMILES,ROMK mod,RAM network inh,STAT3 inh,STAT1 inh,PPARg SRC3 recr,PPARg SRC-1 ag,STAT3 activator,SRC2 TRFRET art,PPARg SRC-2 ag,S1P3 antagonist,TLR4 MyD88 comp
COC(=O)c1cc(COc2ccc3oc(C)c(C(=O)OC(C)C)c3c2)c(C)o1,-0.073,7.3,2,3,10,4,100,1640,0,/,13
CCSc1nc(-c2cccs2)nc2ccccc12,-0.47,1.2,12,-1,3,2,94,1393,1,-8,2
Cc1ccc(S(=O)(=O)N(C)Cc2ccc(C(=O)NN=C3C4CC5CC(C4)CC3C5)cc2)cc1,/,2.7,-7,5,3,-4,102,1531,4,14,-3
CNC(=O)COC(=O)c1cc(F)c(F)cc1Cl,0.19,0.5,2,6,3,4,104,1581,-2,15,1
Cc1nccn1CCCNCc1c(C(=O)N2CCCCCCC2)nc2ccc(Cl)cn12,-0.47,0.6,12,-1,1,5,99,1501,6,-3,1
COc1ccc(-c2nc3ccc(N4CCN(C)CC4)cc3c(=O)[nH]2)cc1,0.84,1.8,-2,-32,4,0,111,1756,-4,-11,-8
Cc1ccc(S(=O)(=O)N2CCC(=O)N(CCO)CC2)cc1,0.28,2.3,11,2,1,4,89,1388,3,-4,0
CCOC(=O)C1CCN(C(=O)C(C)Oc2ccc(Br)cc2)CC1 (stereo unspecified),0.22,1.4,7,4,-2,6,96,1584,-4,-8,2
COCCN(C(=S)Nc1c(C)cccc1C)C(C)c1cccnc1 (stereo unspecified),1.8,0.6,5,6,1,-2,94,1453,-1,-23,6
O=C(OCc1nc2ccccc2[n+]([O-])c1C(=O)c1ccccc1)c1cccs1,0.3,0.6,-4,5,3,3,102,1623,-8,-10,2
CC(C)(C)C(=O)Cn1c(NCCO)nc2ccccc21,0.53,1.0,2,2,-1,8,100,1355,6,/,2
COc1ccc(-c2cn(-c3ccc(OC)cc3)c(=S)[nH]2)cc1,/,0.1,11,-11,5,5,90,1537,3,-5,9
OCCN1CCN(c2ncnc3c2c(-c2ccccc2)cn3-c2ccc(Br)cc2)CC1,-0.6,-0.8,13,0,6,8,91,1775,11,6,-8
Oc1ccc(/C=N/NC2=NCCCCC2)c(O)c1,-0.84,1.5,-11,-29,8,6,109,1613,5,/,4

# S1P3 antagonist: hit marks shown above.
molecule | ROMK mod | RAM network inh | STAT1 inh | STAT3 activator | S1P3 antagonist | TLR4 MyD88 comp
Cc1nc(C(C)NC(=O)CCc2nnc(-c3ccsc3)o2)cs1 (stereo unspecified) | / | -0.2 | -7 | 104 | 38* | -14
